Yfh1-off respiration: enhancers of respiration in Yfh1-depleted yeast, dose response, Friedreich's ataxia, plus single-dose screen (AID 1465); actives 0.074% (n = 220,000); one-dose fold induction at 50 µM; EC50 in µM for titrated hits; S. cerevisiae Yfh1-off respiration, WST-1 reduction, 72 h; higher fold induction means a stronger effect;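 active means fold induction of absorbance versus untreated yeast above a set limit, then at least 30% activation at any dose in follow-up; inconclusive means repeats straddling the limit, or above it without dose testing; inactive means fold induction below the set limit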;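 further: activators that raise dye reduction in frataxin-depleted yeast; strong numbers were not always called active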
AID2073: inhibitors of Mint1-CaV2.2 protein interaction, biochemical, HTRF (AID 2073) | one-dose inhibition, % at 20 µM; IC50 in µM for titrated hits | actives 0.19% (n = 290,000) | HTRF protein-protein interaction, Mint1-CaV2.2; higher % means a stronger effect; in the data active means inhibition mostly above about 51%, no sharp cut-off; inconclusive means no clear call, values can overlap the other calls; inactive means mostly below about 53%; further: some results filed as inactive read as strong as hits
NOD1 inhibition: inhibition of NOD1-driven NF-kB reporter – cell-based, luminescence, uHTS, primary screen (AID 1578) | NOD1-driven NF-kB luciferase reporter cells, luminescence; higher % means a stronger effect | inhibition, % at 4 µM, or EC50 in µM where a hit was titrated | actives 1% (n = 290,000); in the data active means inhibition mostly above about 36%, no sharp cut-off; inactive means mostly below about 34%;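 further: HEK-293T reporter cells stimulated with the NOD1 agonist gamma-tri-DAP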
KOR beta-arrestin-1: kappa opioid receptor activators – cell-based, luminescence, uHTS, primary screen (AID 1777) | KOR beta-arrestin recruitment, luminescence; higher % means a stronger effect | one-dose activation, % at 10 µM; EC50 in µM for titrated hits | actives 0.02% (n = 280,000); in the data active means activation above about 50%, passing the limit was not always enough; further: a part of the inactive calls stands beside numbers as strong as those of hits
KOR beta-arrestin-2: KOR antagonists, beta-arrestin recruitment, cell-based, luminescence, uHTS (AID 1778); actives 0.091% (n = 290,000); KOR beta-arrestin recruitment, luminescence, antagonist mode; higher % means a stronger effect; inhibition, % at 10 µM, or IC50 in µM where a hit was titrated; further: strong numbers were not always called active
West Nile virus CPE: inhibition of WNV-induced cytopathic effect – cell-based, CPE readout (AID 1621); West Nile virus-infected cells, CPE inhibition; higher % means a stronger effect; one-dose CPE inhibition, % at 10 µM; IC50 in µM for titrated hits; actives 0.02% (n = 290,000); in the data active means a potency from the dose series; inconclusive means CPE inhibition mostly from about 3.7% at the one dose, without a potency; inactive means the rest, 99 in 100 with CPE inhibition below about 2.2%; further: strong numbers were not always called active
HIV fusion peptide: cell-free HIV fusion peptide-binding blockers – biochemical, uHTS, fluorescence dequenching, primary screen (AID 1986); cell-free peptide binding, fluorescence dequenching, 30 min; higher % means a stronger effect; inhibition, % at 20 µM; hits with a dose series show IC50 in µM; actives 0.3% (n = 290,000); in the data active means inhibition mostly above about 52%, no sharp cut-off; inactive means mostly below about 76%; further: some results filed as inactive read as strong as hits
NOD2 inhibition: inhibition of NOD2-driven NF-kB reporter – cell-based, luminescence, uHTS, HEK293 (AID 1566). HEK293 NOD2/NF-kB luciferase reporter, luminescence; higher % means a stronger effect. inhibition, % at 4 µM, or EC50 in µM where a hit was titrated. actives 0.63% (n = 290,000); further: many of its hits are not listed in these tables
Dengue-2 NS5 capping: flavivirus cap methylation enzyme inhibition – biochemical, confirmation dose response, primary screen (AID 588689). Dengue-2 NS5 methyltransferase capping enzyme assay, biochemical; higher % means a stronger effect. inhibition, % at 25 µM, or IC50 in µM where a hit was titrated. actives 0.3% (n = 340,000); in the data active means a potency from the dose series; inconclusive means inhibition above about 29% without an active follow-up result
Dengue-2 NS5 capping pilot replicate: further read-out of Dengue-2 NS5 capping, marked with its call; inhibition, %; measured here: pilot screen replicate inhibition
The depositor's hits bear a star; i = inactive; ? = inconclusive; . = no result given; [ ] = another dose, or the depositor's remark. Unless noted, no stated cut-off is given here; in the data, active means inhibition above about 50%; inactive means the rest. This is a subset, so the mix of outcomes need not match the whole.

The opening nine entries (preview)
SMILES	Yfh1-off respiration	AID2073	NOD1 inhibition	KOR beta-arrestin-1	KOR beta-arrestin-2	West Nile virus CPE	HIV fusion peptide	NOD2 inhibition	Dengue-2 NS5 capping	others
CNc1nc(N)nc(-c2cc(Cl)ccc2OC)n1	i	10%	-14%	.	-8%[20 µM]	-0.1%	-0.3%	-10%	-11%
COc1ccc(COC(=O)C2=C(C)NC(=O)NC2c2cccc(OC)c2OC)cc1 (configuration not stated)	.	2%	-13%	-0.5%	-60%[20 µM]	-1.0%	-0.2%	10%	4%
Cc1nnc(N(Cc2ccco2)C(=O)c2ccc(C#N)cc2)s1	i	6%	-18%	-2.4%	2%	0.4%	-1.7%	-8%	1%
CN(C)CCOc1nc(-c2ccccc2)nc2c1oc1ccccc12	i	0%	-10%	28%	-94%	2.0%	0.0%	-13%	7%
COC(=O)c1ccc(Oc2c(Cl)cccc2[N+](=O)[O-])cc1	i	5%	-4%	8.3%	23%	0.0%	-2.5%	10%	-4%
NC(=O)C1CCN(S(=O)(=O)c2cccc(C(=O)O)c2)CC1	i	10%	-1%	3.7%	-28%	0.5%	15%	5%	-3%
CN(C)c1ccnc2sc(C(=O)c3ccc(Br)cc3)c(N)c12	i	4%	-32%	-2.1%	-110%[20 µM]	0.1%	19%	-52%	.
CCc1ccc(OCc2nnc(SCC(=O)N3CCN(c4ccccc4)CC3)o2)cc1	i	2%	-36%	-1.8%	-364%	-0.8%	-1.5%	6%	0%
Nc1nnc(-c2ccccc2)s1	.	-9%	-16%	-3.1%	6%	.	-0.9%	7%	-3%

The listing (from the top)
SMILES	Yfh1-off respiration	AID2073	NOD1 inhibition	KOR beta-arrestin-1	KOR beta-arrestin-2	West Nile virus CPE	HIV fusion peptide	NOD2 inhibition	Dengue-2 NS5 capping	others
CNc1nc(N)nc(-c2cc(Cl)ccc2OC)n1	i	10%	-14%	.	-8%[20 µM]	-0.1%	-0.3%	-10%	-11%
COc1ccc(COC(=O)C2=C(C)NC(=O)NC2c2cccc(OC)c2OC)cc1 (configuration not stated)	.	2%	-13%	-0.5%	-60%[20 µM]	-1.0%	-0.2%	10%	4%
Cc1nnc(N(Cc2ccco2)C(=O)c2ccc(C#N)cc2)s1	i	6%	-18%	-2.4%	2%	0.4%	-1.7%	-8%	1%
CN(C)CCOc1nc(-c2ccccc2)nc2c1oc1ccccc12	i	0%	-10%	28%	-94%	2.0%	0.0%	-13%	7%
COC(=O)c1ccc(Oc2c(Cl)cccc2[N+](=O)[O-])cc1	i	5%	-4%	8.3%	23%	0.0%	-2.5%	10%	-4%
NC(=O)C1CCN(S(=O)(=O)c2cccc(C(=O)O)c2)CC1	i	10%	-1%	3.7%	-28%	0.5%	15%	5%	-3%
CN(C)c1ccnc2sc(C(=O)c3ccc(Br)cc3)c(N)c12	i	4%	-32%	-2.1%	-110%[20 µM]	0.1%	19%	-52%	.
CCc1ccc(OCc2nnc(SCC(=O)N3CCN(c4ccccc4)CC3)o2)cc1	i	2%	-36%	-1.8%	-364%	-0.8%	-1.5%	6%	0%
Nc1nnc(-c2ccccc2)s1	.	-9%	-16%	-3.1%	6%	.	-0.9%	7%	-3%
CC(=O)Nc1ccc(S(=O)(=O)NCCc2cn3nc(C)c(C)nc3n2)cc1	.	30%	-11%	-2.7%	-24%	-0.2%	1.8%	24%	4%
Cc1ccc(C(=O)CSc2nnc(COc3ccccc3)o2)cc1	i	6%	-39%	.	-35%[20 µM]	-0.3%	0.3%	16%	-1%
Cc1nn(-c2ccccc2)c(C)c1C(=O)Nc1nnc(-c2ccco2)o1	i	5%	-20%	-2.5%	-11%	1.3%	0.5%	15%	1%	Dengue-2 NS5 capping pilot replicate=-2.4
COc1cccc(-n2c(=S)sc3c(=O)n(-c4ccccc4OC)c(SCC4OCCO4)nc32)c1	i	11%	-18%	-0.2%	29%	-0.3%	0.4%	8%	4%
C=CCn1c(=S)[nH]c2ccccc2c1=O	?	-28%	-4%	0.5%	-6%	0.4%	-0.7%	10%	22%
O=C(Cc1ccc(-c2ccccc2)cc1)Nc1ccccn1	.	10%	-26%	-0.1%	-14%	2.2%	3.0%	10%	0%
Cc1[nH]n(C)c(=O)c1C(=O)c1c(-c2c(Cl)cccc2Cl)noc1C	i	-6%	13%	1.3%	-10%	0.3%	-2.0%	-25%	3%
O=C1c2ccccc2C(=O)N1CCCCN(C(=O)c1ccc([N+](=O)[O-])cc1)c1ccc(Cl)cc1	i	1%	-6%	0.7%	-1%	-0.7%	-2.2%	4%	-4%
COc1ccc(-n2nc3c(=O)[nH][nH]c3cc2=O)cc1	i	0%	-44%	3.0%	-21%	-0.6%	28%	9%	9%
CN(C)c1nc(N)c([N+](=O)[O-])c(N2CCCCCC2)n1	.	-1%	-12%	1.2%	1%	0.0%	-1.5%	2%	3%
CN1C(=O)Cc2cc(S(=O)(=O)NCCc3ccccc3)ccc21	.	-10%	-20%	6.3%	-6%	-0.9%	1.6%	6%	18%
O=C(NCc1ccccc1)c1cccc(S(=O)(=O)N2CCCCC2)c1	.	-1%	-13%	-3.7%	-1%	-0.7%	1.8%	8%	-9%
Cc1c(NC(=S)NC(NC(=O)C(C)(C)C)C(Cl)(Cl)Cl)c(=O)n(-c2ccccc2)n1C (configuration not stated)	i	-41%	-20%	0.5%	-3%	-0.1%	-0.4%	6%	-3%
CC(C)CN(C(=O)CCC(=O)OCC(=O)c1ccc(F)c(F)c1)c1c(N)n(CC(C)C)c(=O)[nH]c1=O	.	4%	-28%	3.0%	-20%	1.2%	4.1%	-6%	-1%
CC1=Nc2cc(C(=O)NCCCN3CCN(C)CC3)ccc2Sc2ccc(C)cc21	.	15%	8%	2.0%	-43%	0.8%	0.6%	4%	-10%
CCOC(=O)CN1C(=O)S/C(=C/c2ccc(O)c([N+](=O)[O-])c2)C1=O	i	1%	-4%	6.9%	-14%	-1.6%	9.7%	-11%	24%
COc1ccc(S(=O)(=O)N2CCN(CCO)CC2)cc1-c1nnc2c3ccccc3c(C)nn12	i	5%	-14%	-1.3%	9%	-0.2%	1.1%	6%	2%
COCCN(C(=O)c1snc(C(N)=O)c1N)C(C(=O)NC1CCCCC1)c1ccc(F)cc1 (configuration not stated)	.	2%	0%	1.0%	0%	-0.8%	-1.4%	4%	0%
CC(=O)c1ccc(NC(=O)CN2CCC(NC(=O)C3CCCCC3)CC2)cc1	i	14%	-50%	.	15%[20 µM]	0.5%	-0.3%	0%	0%
C/C(Cn1cnc([N+](=O)[O-])n1)=N\NC(=O)c1cccc(F)c1	i	6%	-35%	-3.9%	-10%	1.2%	-2.7%	5%	6%
Cc1cc(Cl)c(S(=O)(=O)Nc2ccc(S(=O)(=O)N3CCOCC3)cc2)cc1OCC(N)=O	i	-9%	4%	1.5%	-20%	0.3%	0.4%	1%	-12%
COCC(=O)N1CCC(Oc2ccc(C(=O)N3C[C@@H]4CCC[C@H]3C4)cc2)CC1	.	9%	-18%	1.7%	-2%	0.2%	-0.8%	10%	1%
O=S(=O)(Cc1ccccc1)N1CCN(C/C=C/c2ccccc2)CC1	i	5%	-9%	-0.2%	-33%	-1.0%	3.1%	-9%	-2%
CN(C)c1nc2ncn(Cc3ccccc3)c2c(=O)[nH]1	i	8%	5%	-3.3%	40%	-0.1%	-1.0%	17%	-2%
O=C(O)c1cccc(NC(=S)NC(NC(=O)c2ccccc2[N+](=O)[O-])C(Cl)(Cl)Cl)c1 (configuration not stated)	i	-3%	-20%	-3.1%	3%	0.3%	4.7%	28%	-1%
Cc1ccc(S(=O)(=O)N2CCC(C(=O)N[C@@H](C)C(=O)NCCc3ccccc3)CC2)cc1	.	-3%	8%	-4.1%	7%	.	-1.4%	21%	-1%	Dengue-2 NS5 capping pilot replicate=1.5
COc1ccc(NC(=S)c2ccccc2)cc1	i	-14%	-55%	3.7%	.	0.1%	-0.2%	-54%	-4%
COc1ccc(C2=NN(C(C)=O)C(c3ccccc3)C2)cc1 (configuration not stated)	.	4%	-17%	-2.3%	-23%[20 µM]	-1.3%	1.8%	-20%	-8%	Dengue-2 NS5 capping pilot replicate=-7.3
Cc1ccc(-c2c(C#N)c(N)nc3c2CCCCCC3)o1	i	-1%	4%	2.0%	6%	-0.5%	-1.8%	9%	-3%
CCOCCCNC(=O)C(c1ccc(OC)cc1)N(Cc1ccc2c(c1)OCO2)C(=O)c1ccccc1O (configuration not stated)	i	-6%	19%	0.9%	-25%	0.7%	-2.5%	15%	-1%
Cc1nc2cc(-c3cccc(Cl)c3)nn2c(N2CCN(C(=O)c3ccco3)CC2)c1C	.	0%	-36%	7.0%	20%	.	-1.5%	-13%	.
Cc1cccc2sc(NC(=O)CSc3nc4ccccc4o3)nc12	i	4%	34%	-2.1%	-37%	-0.3%	-0.6%	24%	-1%
COc1ccc(Cl)cc1NC(=O)CCN1C(=O)C2C3C=CC(C4CC34)C2C1=O (configuration not stated)	.	2%	-27%	-1.6%	20%	-0.4%	0.7%	9%	-3%
CCOC(=O)N1CCN(C(=O)CCN2C(=O)/C(=C\c3cccc(OC)c3)SC2=S)CC1	.	28µM*	-38%	-2.2%	18%	?	-1.3%	5%	1%
O=C(COC(=O)c1c2ccccc2cc2ccccc12)Nc1ncc(C(F)(F)F)cc1Cl	i	9%	-16%	-0.6%	-33%	0.7%	1.7%	16%	2%
CC(CCc1ccccc1)NC(=O)Cc1ccc(Br)cc1 (configuration not stated)	.	6%	-23%	2.2%	-29%[20 µM]	-1.1%	1.6%	25%	-1%
O=C(NC1CC2CCCC(C1)N2S(=O)(=O)c1ccccc1)c1ccco1 (configuration not stated)	i	2%	17%	-0.4%	1%	-0.3%	-3.2%	23%	1%
Cc1cccc(NC(=O)CSc2cc(C)c(C#N)c3nc4ccccc4n23)c1	i	-26%	7%	-2.4%	32%	0.1%	7.1%	13%	3%
COCCSc1nnc(NS(=O)(=O)c2ccc(C)cc2)s1	i	-5%	-36%	.	-14%[20 µM]	0.6%	2.6%	-7%	-9%
Cc1ccc(NC(=O)C2(N3CCC3=O)CCCCC2)cc1	i	4%	-14%	.	0%[20 µM]	0.5%	0.4%	18%	13%
COc1cccc(CNC(=O)CCC2CCCN(C(=O)c3ccc(F)c(Cl)c3)C2)c1 (configuration not stated)	.	7%	-11%	-2.3%	-10%	-0.8%	-0.1%	7%	0%
O=C(c1ccccc1)N1CCN(c2ccc([N+](=O)[O-])cc2-n2cccc2)CC1	i	-14%	-4%	5.8%	-4%	-0.4%	-2.2%	15%	2%
C/C(N)=C(/C#N)C(=O)CSc1nnc(Nc2cccc(C)c2)s1	i	6%	-25%	5.5%	2%	-0.8%	-1.1%	21%	-3%
